Screening data: PubChem BioAssay, several laboratories
FAS TE block = inhibitors of human fatty acid synthase thioesterase domain | inhibition, % at 15 µM | recombinant FAS-TE, OMFH fluorogenic substrate, fluorescence endpoint | 360,000 compounds, 0.67% hits;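 active = compounds whose normalised, plate-corrected inhibition of enzyme fluorescence in the single-dose primary screen is 50% or more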;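 note: 0% = DMSO with enzyme and 100% = substrate without enzyme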
CSN inh = inhibitors of human CSN-mediated cullin deneddylation; Q92905; Purified CSN, SCF-Nedd8-OG deneddylation, fluorescence polarization; inhibition, % at 12.5 µM; 360,000 compounds, 0.38% hits; AID 651999;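 active = pattern-corrected inhibition above about 35%, with an unprinted fluorescence ratio check between 0.5 and 1.5, limit read from the data, passing the limit was not always enough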;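 note: 0% = enzyme with substrate and 100% = substrate without enzyme; some results filed as inactive read as strong as hits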
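test system = HEK293T-derived human Csn5 enzyme | amount = 0.24 nM Csn5 enzyme, final concentration | medium = Tris/NaCl/DTT buffer, pH 7.5 | schedule = 90 min reaction at room temperature | signal = FP | evaluation = inhibition of Csn5 cleavage, % | compound dosing = single dose of 12.5 µM compound with 0.25% DMSO | probe or stimulus = 10 nM SCFSkp2-Nedd8OG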
MLLE-PAM2 inh = inhibitors of microRNA-mediated deadenylation, human PABP1 MLLE binding; AID 588489; P11940; inhibition, % at 20 µM; GST-MLLE / FITC-PAM2 fluorescence polarization; 360,000 compounds, 0.36% hits; in the data active = inhibition above about 35%, passing the limit was not always enough;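 note: plate controls were DMSO wells with GST-MLLE for no effect and wells lacking GST-MLLE protein for full effect; some results filed as inactive read as strong as hits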
MsrA inhibitor = bovine MsrA inhibition; AID 651718; inhibition, % at 15.5 µM; purified bovine MsrA, absorbance read-out; 360,000 compounds, 0.75% hits; in the data active = inhibition above about 4.5%;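 note: 0% = vehicle wells with enzyme and 100% = reference inhibitor wells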
eLon inh = inhibits E. coli Lon protease; P0A9M0; purified E. coli Lon protease, fluorescence polarization; inhibition, % at 7.94 µM; 360,000 compounds, 0.42% hits; in the data active = inhibition above about 13%, passing the limit was not always enough;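 note: 0% = enzyme with probe and DMSO and 100% = no enzyme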
MT1-MMP act inh = blocks activation of human MT1-MMP | P50281 | HT1080 RFP-PRO-GFP cells, GFP/RFP ratio fluorescence, overnight; percent of plate control window, DMSO zero | GFP/RFP ratio change, % at 20 µM | 360,000 compounds, 0.061% hits;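 active = GFP/RFP ratio change of at least 30% with cell ATP level not reduced by more than half and red fluorescence within 50% of control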; note: strong numbers were not always called active
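Assay system – RFP-PRO-GFP reporter HT1080 cells · Compound dosing – single dose of 20 µM compound, 1% DMSO final · Incubation – overnight compound exposure at 37 °C · Measure – GFP/RFP fluorescence ratio · Benchmarks – DMSO wells and RFP-L50D-GFP cells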
Rin1 Abl inh = blocks binding of human Rin1 to Abl. inhibition, % at 7.35 µM. TR-FRET Rin1/Abl binding, biochemical. P00519+Q13671. 360,000 compounds, 0.4% hits; in the data active = inhibition above about 5%, passing the limit was not always enough
MsrA act = activators of bovine methionine sulfoxide reductase A. 360,000 compounds, 0.3% hits. activation, % at 10.6 µM. purified bovine MsrA, absorbance read-out; in the data active = activation above about 7.5%;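 note: 0% = vehicle and 100% = reference activator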
Rpn11 inh = Rpn11 (human) deubiquitinase inhibition | O00487 | AID 588493 | 360,000 compounds, 0.59% hits | calls only at 20 µM | human 26S proteasome, Ub4-pepOG fluorescence polarization; 20S core pre-blocked with epoxomicin;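 active = inhibition at 20 µM, scaled to each plate's controls, above about 33%, limit read from the data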
* marks the source's active call; other numbers are inactive results; i = inactive; · = not tested or not shown. The order is random (roughly 3.7% active in at least one column).

Compound,FAS TE block,CSN inh,MLLE-PAM2 inh,MsrA inhibitor,eLon inh,MT1-MMP act inh,Rin1 Abl inh,MsrA act,Rpn11 inh
Cc1ccccc1N1C(=O)C2C3C=CC(CC3)C2C1=O (configuration not stated),-5,4,3,0.1,2,-5,-1,-1,i
O=C(Nc1cccc(F)c1)C1CC(=O)N(c2ccc(Cl)cc2)C1 (configuration not stated),3,2,-6,-1.2,-2,2,1,-6,i
COc1ccccc1/C=C(/C#N)C(=O)O,-5,1,-11,1.0,-2,5,2,-9,i
CCN(CC)S(=O)(=O)c1ccc(OC)c(NC(=O)C2CC(=O)N(c3ccc(C)cc3)C2)c1 (configuration not stated),0,-4,6,0.1,-7,1,2,-1,i
O=C(C1=NN[C@@H]2C(=O)N(c3cccc(F)c3)C(=O)[C@H]12)c1cnccn1,-8,1,21,2.0,-4,-4,0,-3,i
COc1ccc(CNC(=O)CCSCc2cccc(Cl)c2)cc1,2,-4,7,-0.2,-7,5,-3,-2,i
Cc1cc(C)nc(N(C#N)CN2C(=O)c3ccccc3S2(=O)=O)n1,-2,2,-7,-0.5,-12,1,0,-4,i
COc1ccc(C(CC(=O)NCC(OC)OC)NS(=O)(=O)c2ccc(Cl)cc2)cc1 (configuration not stated),-4,5,-4,-0.8,10,0,-3,1,i
CS(=O)(=O)N1CCN(c2ccc(NC(=O)c3cccnc3Cl)cc2)CC1,-7,2,-1,0.0,5,5,-4,-1,i
CC1(C)CC(=O)C2=C(C1)C(c1cn(-c3ccccc3)nc1-c1ccccc1)C(C#N)=C(N)O2 (configuration not stated),4,-2,-13,-0.7,2,-8,-5,-4,i
CCc1nc(N2CCN(S(=O)(=O)c3ccc(Br)cc3)CC2)c2c(C)c(C)sc2n1,30,-2,-5,0.7,-5,-8,-3,-3,i
CCNC(=S)Nc1ccc(OC(F)(F)F)cc1,4,0,5,0.2,-5,-2,4,-3,i
COc1ccc(CNC2CCN(Cc3ccccc3)CC2)cc1,-2,9,-1,0.1,8,9,5,-5,i
O=C(NC1CCN(S(=O)(=O)c2ccc(F)cc2)CC1)c1ccccc1,-5,3,-3,-0.8,-5,4,-3,-1,i
CCOC(=O)N1CCN(C(=O)c2c[nH]c3ccc(S(=O)(=O)N(C)c4ccc(OCC)cc4)cc3c2=O)CC1,-2,-1,-3,0.3,-10,0,1,-2,i
CN(C)c1ncnc2c1ncn2CCn1cnc2c(N(C)C)ncnc21,-5,1,6,0.5,1,6,3,-2,i
O=C(COc1ccccc1)Nc1ccc(NC(=O)c2ccco2)cc1,1,-4,8,-1.2,-3,0,2,-2,i
COc1cccc(-c2nc(-c3cccs3)no2)c1,20,4,0,-0.4,-1,-1,1,4,i
COc1ccc(C(c2nnnn2C2CCCC2)N2CCC(C(N)=O)CC2)c(OC)c1 (configuration not stated),-7,1,-2,-0.8,1,-3,-4,-3,i
CN1C2CCC1CC(NC(=O)c1cc(Cl)cc3[nH]cnc13)C2 (configuration not stated),-5,-5,-2,0.7,-4,-2,0,-3,i
O=c1c2ccccc2c(C=NCCO)c(O)n1-c1ccccc1,-5,1,2,2.8,-9,2,-3,1,i
O=C(OCCn1c(=S)sc2ccccc21)c1ccccc1,7,0,7,0.8,-2,-3,5,-6,i
COC(=O)c1sc(-c2ccccc2)cc1NC(=O)c1cc(OC)cc(OC)c1,24,-6,6,0.5,-13,5,4,-3,i
COc1ccc(/C=C(\NC(=O)c2ccco2)C(=O)NCCc2nc3ccccc3[nH]2)cc1,-4,0,-1,1.7,-11,0,-1,-4,i
CC1=NCCN1CCNC(=O)Nc1cc(C)cc(C)c1,-4,-6,-6,0.9,1,1,-2,-1,i
COc1ccc(CNC(=O)C(C)N(C)Cc2cccc(F)c2)cc1 (configuration not stated),1,-1,-8,2.1,-7,-6,-2,-1,i
COc1ccc(CNC(=O)CSc2nc3ccccc3n2C(C)=O)cc1,-2,0,-27,0.2,-10,1,3,2,i
C#CCOc1c(Br)cc(/C=C2/C(=O)ON=C2C)cc1OC,-6,-1,7,-0.8,-6,3,2,1,i
CSCCC(NC(=O)OC(C)(C)C)C(=O)Oc1ccc2c(=O)c(-c3ccc4c(c3)OCCO4)coc2c1 (configuration not stated),33,9,1,-0.4,-3,4,-2,-3,i
Cc1ccc(N(CC(=O)NCC2CCCO2)C(=O)CNS(=O)(=O)c2ccc(Cl)cc2)cc1 (configuration not stated),-1,1,-8,0.9,7,1,-3,2,i
O=C1CCN(Cc2cccnc2)CCN1[C@H](CO)Cc1ccccc1,-6,-2,-6,0.6,4,6,3,-3,i
CC(C)(C)c1nnc2sc(SCC(=O)NCc3ccco3)nn2c1=O,-5,2,22,0.3,4,-6,0,-1,i
COC(=O)[C@]1(C)N[C@H](CN(C)S(=O)(=O)c2ccc(F)cc2)[C@@H]2C(=O)N(Cc3ccccc3)C(=O)[C@@H]21,-8,-2,-11,-0.2,·,0,·,·,i
Cn1ccc(NC(=O)Nc2ccc(Cl)cc2)n1,-3,1,13,2.9,-2,-3,1,-1,i
CNC(=O)c1ccccc1Sc1ccccc1C#N,-2,-16,-2,-0.4,0,4,2,-6,i
NNc1nc2ccc(F)cc2s1,-4,-3,21,0.0,4,-3,-1,-6,i
Cn1cnc([N+](=O)[O-])c1Sc1nc(N)nc2c1ncn2Cc1ccccc1,-7,-5,6,4.1,-10,5,1,-4,i
Cc1cc(C(=O)Nc2c(C)n(C)n(-c3ccccc3)c2=O)c(C)o1,-6,3,-2,-0.7,1,-6,1,-4,i
CC(O)c1nc2cc([N+](=O)[O-])ccc2n1Cc1ccccc1 (configuration not stated),7,0,5,2.1,-8,0,-1,-6,i
O=C1/C(=C/c2cccnc2)Oc2cc(OS(=O)(=O)c3ccccc3)ccc21,2,6,-4,·,-2,-2,1,-4,i
CC(C)(C)c1ccc(OCC(=O)N2CCCCCC2)c(Br)c1,-2,-3,-1,0.6,6,2,2,-9,i
CCC1CCCCN1C(=O)Cn1c(=O)n(CCC(=O)NCc2ccco2)c(=O)c2sccc21 (configuration not stated),-7,0,-4,1.6,1,-6,2,-3,i
O=C(N/N=C/c1ccccn1)c1ccc(N/N=C/c2ccccn2)cc1,-8,0,-3,-0.8,-2,6,2,-4,i
Cc1cc(NC(=O)CSCC(=O)OCc2nnc(-c3ccc(F)cc3)o2)no1,-5,-12,-15,0.0,-3,1,1,-2,i
CCCC(C(=O)NCC1CCCO1)N(C(=O)CNS(=O)(=O)c1ccccc1)c1ccc(F)cc1 (configuration not stated),-5,-1,4,0.0,-1,2,-1,-5,i
Cc1cccc(Cn2cnc3ccccc32)c1,-11,0,3,-0.4,1,0,3,-11,i
CC(=O)c1ccc(-c2cccc(-c3nc4ccccn4c3NC3CCCCC3)c2)cc1,31,1,1,1.2,10,1,-1,-4,i
CCCN1CCN(C(=O)C(NC(=O)c2ccco2)C(C)C)CC1 (configuration not stated),-5,-3,18,-0.5,6,0,5,-12,i
Cc1cc(NC(=O)CSc2nnc(C)c(=O)n2N)no1,-5,2,-19,-1.3,0,0,-3,0,i
NS(=O)(=O)c1ccc(CCNC(=S)NC(=O)c2ccccc2Br)cc1,-8,6,22,0.4,-13,-2,2,-4,i

Quoted from the entries so far (2 entries):
Compound,FAS TE block,CSN inh,MLLE-PAM2 inh,MsrA inhibitor,eLon inh,MT1-MMP act inh,Rin1 Abl inh,MsrA act,Rpn11 inh
CC(=O)c1ccc(-c2cccc(-c3nc4ccccn4c3NC3CCCCC3)c2)cc1,31,1,1,1.2,10,1,-1,-4,i
CCCN1CCN(C(=O)C(NC(=O)c2ccco2)C(C)C)CC1 (configuration not stated),-5,-3,18,-0.5,6,0,5,-12,i

(listing goes on)
Compound,FAS TE block,CSN inh,MLLE-PAM2 inh,MsrA inhibitor,eLon inh,MT1-MMP act inh,Rin1 Abl inh,MsrA act,Rpn11 inh
CCN(CC)c1ccc(NC(=O)c2ccccc2F)cc1S(=O)(=O)Nc1ccccc1OC,12,-8,30,0.7,4,-7,5,-7,i
CCOCC(=O)NCc1ccc2c(c1)OCO2,-2,-2,-9,0.1,1,1,0,-3,i
Cc1cc(C)c(S(=O)(=O)N2CCc3ccccc32)c(C)c1,24,4,-15,2.5,5,1,-2,-4,i
O=C(CSc1ccccc1)NCc1ccccn1,-13,-6,13,-0.5,-3,3,1,-4,i
Cc1cccc(-n2c(C)cc(/C=C3\C(=N)N4N=C(CC(C)C)SC4=NC3=O)c2C)c1,-1,-1,-31,-0.2,-5,-8,-6,-2,i
Cc1occc1C(=O)Nc1cccc([N+](=O)[O-])c1C,-4,-9,9,-1.0,3,1,0,-2,i
O=C(NC1CCCCC1)N1CCCCCC1,-10,3,-1,0.1,4,-2,3,-13,i
CCc1ccc(-n2c(SCC(=O)Nc3cccc(S(=O)(=O)NC4=NCCCCC4)c3)nc3ccccc3c2=O)cc1,22,-7,-17,0.2,-6,-6,2,-8,i
O=C(O)CCN1C(=O)/C(=C\c2cccc(OCC(=O)Nc3ccc(Cl)cc3)c2)SC1=S,5,35,-10,1.2,6,8,-2,-6,i
C/C(=N/NC(=O)CSc1nc2ccccc2s1)c1ccncc1,5,1,-9,1.5,-4,1,-1,-1,i
CCc1ccc(-c2csc(-c3c[nH]c4ccccc34)n2)cc1,37,-7,5,1.9,-2,6,-5,-6,i
O=C1c2ccccc2C(=O)N1c1ccc(Cc2ccncc2)cc1,-9,2,12,-1.8,-11,2,0,-2,i
CCN1CCN(c2nc3ccccc3nc2C(C#N)C(=O)OC2CCCCC2)CC1 (configuration not stated),10,4,-1,0.1,-7,-11,0,-10,i
O=c1[nH]c2ccccc2nc1-c1nnnn1C1CCCC1,-6,-5,·,-0.1,-5,1,·,-3,·
CC(=C\c1ccccc1)/C=C1/SC(=S)N(CCCC(=O)O)C1=O,3,32,14,1.2,-29,1,2,-2,i
CC(=O)Nc1ncc(Cc2cccc(Cl)c2)s1,2,5,4,1.4,-1,1,1,-4,i
COc1ccccc1N(C(=O)c1csnn1)C(C(=O)NC1CCCC1)c1ccccc1 (configuration not stated),-2,2,6,0.5,0,-1,-7,-1,i
O=C(Cn1nc(Cc2ccncc2)c2ccccc2c1=O)N1CCN(C(=O)c2ccco2)CC1,-9,-4,-2,-0.3,-2,-2,-6,-9,i
CCCC(c1nnnn1CC1CCCO1)N1CCN(c2cc(Cl)ccc2C)CC1 (configuration not stated),17,-3,2,0.8,0,-14,0,0,i
Cc1ccnc(NC(=O)c2ccc(S(=O)(=O)c3ccccc3)cc2)c1,6,-1,-3,-0.9,-6,1,2,-4,i
O=C(OCCOCn1cc(Br)c(=O)[nH]c1=O)c1ccccc1,-2,-5,8,0.4,0,-3,-3,-4,i
CCNC(=O)C1(C)CCCN(C(=O)c2ccnc(Cl)c2)C1 (configuration not stated),-6,1,-11,0.4,4,2,1,-1,i
Cc1ccc(Nc2ncccc2C(N)=O)cc1,0,1,8,-0.8,-5,-2,0,-9,i
Cc1c(C)c2ccc(OCC(=O)N[C@@H](Cc3c[nH]c4ccccc34)C(=O)O)cc2oc1=O,-1,1,11,2.2,4,1,-3,-9,i
